Tau ThT inhib: blocks human tau fibril formation measured by thioflavin T; actives 2.1% (n = 270,000); recombinant tau K18 P301L, heparin-induced fibrillization, ThT fluorescence; AID 1460; Potency, µM (titrated, usually from 57.4 µM), for inactives: at the top dose activity, negative = inhibition, hits mostly inhibitors; P10636; further: nearly all actives have a fitted effect of over 55% in size
Target sequence (P10636 561-689 P618L limits assumed): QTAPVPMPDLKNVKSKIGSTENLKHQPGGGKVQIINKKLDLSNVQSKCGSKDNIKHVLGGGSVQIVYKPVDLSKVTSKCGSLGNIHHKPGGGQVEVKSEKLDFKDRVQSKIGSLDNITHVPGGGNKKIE
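Tau K18 P301L fragment (15 uM unlabeled plus 0.24 uM Alexa 594-labeled) in 100 mM sodium acetate pH 7 with compound, fibrillization induced by 20 uM heparin for 6 hr at 37 C. Thioflavin T (30 uM) added, fluorescence read after 1 hr (ex 450, em 510 nm).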
L3MBTL1 block: inhibitors of human L3MBTL1; Q9Y468; AlphaScreen L3MBTL1–H3K9me1 peptide binding; Potency, µM (series often up to 57.1 µM), for inactives: at the top dose activity, negative = inhibition, usual class: inhibitors; actives 0.66% (n = 230,000); AID 485360; further: nearly all actives have a fitted effect of over 60% in size
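L3MBTL1 50 nM + b-AHA-H3(1-15)K9me1 75 nM, 30 min RT; compound added, 30 min RT; streptavidin donor/Ni-chelate acceptor beads 10 ug/mL each final, 30 min RT dark; AlphaScreen read.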
ALDH1A1 block: blocks purified human ALDH1A1 activity | P00352 | Purified ALDH1A1, NADH fluorescence, propionaldehyde substrate | Potency, µM (highest dose often 75.3 µM), without a hit: top-dose activity, negative = inhibition, actives largely listed as inhibitors | actives 7.3% (n = 220,000) | AID 1030; active means well fitted inhibition curve with a large enough effect, not every such curve was filed as active; inconclusive means small, poorly fitted or top-dose-only effect, or another doubt; inactive means no such curve, though single readings can be large or run the other way;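 further: plate controls were no enzyme wells and a reference inhibitor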
Target sequence (P00352 whole entry, looked up): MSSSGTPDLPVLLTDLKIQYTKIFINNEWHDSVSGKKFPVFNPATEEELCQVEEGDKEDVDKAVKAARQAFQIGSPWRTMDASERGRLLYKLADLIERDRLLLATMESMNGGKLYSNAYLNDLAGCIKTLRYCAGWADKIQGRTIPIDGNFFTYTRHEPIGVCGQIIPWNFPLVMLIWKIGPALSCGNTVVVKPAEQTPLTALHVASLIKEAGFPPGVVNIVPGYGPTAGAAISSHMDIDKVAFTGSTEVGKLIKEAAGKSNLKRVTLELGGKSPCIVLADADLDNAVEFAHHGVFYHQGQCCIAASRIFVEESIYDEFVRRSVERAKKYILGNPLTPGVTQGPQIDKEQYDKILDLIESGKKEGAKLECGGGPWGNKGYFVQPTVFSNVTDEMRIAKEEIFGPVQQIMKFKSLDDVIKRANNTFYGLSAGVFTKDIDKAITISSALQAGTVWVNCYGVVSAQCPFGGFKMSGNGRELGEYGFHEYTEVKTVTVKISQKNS
GLA spleen mod: inhibits or activates alpha-galactosidase in human spleen homogenate; P06280; human spleen homogenate, 4MU-alpha-Gal fluorescence, 40 min; Potency, µM (titrated, usually from 80 µM), for the others: at the top dose activity change, negative = inhibition, usual class: inhibitors; actives 0.008% (n = 240,000); AID 2107;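 further: 0% = enzyme with vehicle and -100% = no enzyme basal signal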
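Human spleen homogenate (1 ug) was the enzyme source, with 4-methylumbelliferyl-alpha-D-galactopyranoside (1 mM final) in pH 5.0 citrate buffer with 0.01% Tween-20. Compounds were titrated; after 40 min at 37C, NaOH/glycine stop, 4-MU fluorescence read; AC50 from Hill fits.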
TRb-SRC2 inh: disrupts binding of human TR beta to SRC2; P10828; TRbeta-SRC2 peptide binding, fluorescence polarization; receptor liganded with 1 µM T3; Potency, µM (top dose mostly 106 µM), without a hit: at the highest dose activity change, negative = inhibition, hits mostly inhibitors; actives 0.065% (n = 280,000); AID 1469;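 further: plate controls were bound peptide for no effect and peptide without receptor for full effect; nearly all actives have a fitted effect of over 50% in size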
Target sequence (P10828 whole entry, looked up): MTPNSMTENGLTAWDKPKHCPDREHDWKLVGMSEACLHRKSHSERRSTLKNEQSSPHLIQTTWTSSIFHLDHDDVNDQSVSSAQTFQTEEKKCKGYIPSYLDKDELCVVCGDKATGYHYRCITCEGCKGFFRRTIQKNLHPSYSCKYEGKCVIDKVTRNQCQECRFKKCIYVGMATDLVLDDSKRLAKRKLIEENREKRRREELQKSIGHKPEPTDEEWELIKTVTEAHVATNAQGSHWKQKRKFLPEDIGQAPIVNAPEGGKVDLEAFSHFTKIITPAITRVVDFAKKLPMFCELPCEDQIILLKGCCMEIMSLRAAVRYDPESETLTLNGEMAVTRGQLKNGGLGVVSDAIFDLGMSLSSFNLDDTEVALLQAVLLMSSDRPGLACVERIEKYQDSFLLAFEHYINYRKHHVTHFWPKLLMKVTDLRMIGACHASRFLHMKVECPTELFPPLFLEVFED
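Assay buffer: 20 mM Tris-HCl, 100 mM NaCl, 10% glycerol, 1 mM EDTA, 0.01% NP-40, 1 mM DTT, 1 uM T3, 5% DMSO; TRb LBD 0.6 uM, Texas Red SRC2 20 nM; FP after 5 hr.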
Tau fluor cs: counter-screen for tau fibril formation inhibitors; Potency, µM (doses to about 57.7 µM), for inactives: at the highest dose activity change, negative = decrease; tau K18 P301L Alexa594 fluorescence, heparin fibrillization; actives 0.93% (n = 280,000); further: nearly all actives have a fitted effect of over 55% in size
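Human tau K18 P301L (15 uM unlabeled, 0.24 uM Alexa 594-labeled) in 100 mM sodium acetate pH 7 with 20 uM heparin, 6 hr at 37 C. ThT 30 uM added, 1 hr ambient; Alexa 594 FP and total fluorescence read at 555/632 nm.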
TexasRed fluor: Texas Red fluorescence interference in TRb-SRC2 counter-screen. TRb/SRC2 Texas Red total fluorescence interference. Potency, µM (highest dose often 106 µM), for the others: at the top dose fluorescence change, negative = quenching. actives 0.29% (n = 280,000). AID 1479; active means well fitted curve in either direction with a large enough effect; inconclusive means small, poorly fitted or top-dose-only effect
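Flags fluorescent or light-absorbing compounds by total fluorescence, S + 2P, at 555 nm excitation and 632 nm emission. Mixture: 20 nM Texas Red SRC2 peptide, 0.6 uM human TRb LBD, 1 uM T3, 5% DMSO; compound exposure 5 h at ambient temperature.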
Tau fibril FP: inhibitors of human tau fibril formation; actives 0.39% (n = 280,000); Potency, µM (series often up to 57.7 µM), for the others: at the top dose activity, negative = inhibition, hits mostly inhibitors; K18 P301L tau heparin fibrillization, Alexa594 FP, 6 h; further: nearly all actives have a fitted effect of over 55% in size
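K18 P301L tau (15 uM unlabeled/0.24 uM Alexa 594-labeled, final) + compound + heparin 20 uM final; 100 mM NaOAc pH 7; 6 hr 37 C; ThT 30 uM final added, 1 hr RT; FP ex 555/em 632 nm.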
The depositor's hits bear a star; ? = inconclusive; / = no result given; [ ] = another dose, or the depositor's remark. Unless noted, the call rests on the fitted dose curve; in most records, active means well fitted curve in the direction sought with a large enough effect; inconclusive means small, poorly fitted or top-dose-only effect, or another doubt; inactive means no such curve, though single readings can be large; an effect the other way counts as inactive or inconclusive. Unless noted, on the % scale 0 is the no-effect control and ±100 the full control effect; potency means the concentration at half of the fitted maximal effect.

SMILES	Tau ThT inhib	L3MBTL1 block	ALDH1A1 block	GLA spleen mod	TRb-SRC2 inh	Tau fluor cs	TexasRed fluor	Tau fibril FP
COc1ccc(OC)c(C(c2nnnn2Cc2ccccc2)N2CCN(C)CC2)c1 (stereo unspecified)	4.6%	-0.1%	4.2%	1.4%	5.8%	5.9%	0.0%	-3.4%
CCOC(=O)c1nnsc1Nc1ccc(C)c(C)c1	?	/	-9.2%	3.6%	4.5%	-14.7%	1.1%	-1.3%
Cc1ccc(O)c(-c2ccnc3cc(-c4ccc(Cl)cc4)nn23)c1	4.6%	/	/	/	-2.4%	?	-29.5%	31.6µM*
Cc1cc(C)c(C(=O)c2ccc(C(=O)N(C(C)C)C(C)C)cc2)c(C)c1	-1.5%	/	-13.4%	5.2%	-0.8%	-4.9%	-1.0%	-5.6%
CCCCc1ccc(-n2nc3cc(C)c(NC(=O)c4ccc(C#N)cc4F)cc3n2)cc1	-5.9%	/	/	/	-1.9%	-0.6%	2.2%	-2.9%
O=C1[C@H]2[C@H]3[C@H](O)[C@H](O)C/C(=N/OC[C@@H](O)COCc4ccco4)[C@@H]3CC[C@@H]2C(=O)N1C[C@@H]1CCCO1	-18.8%[11.5 µM]	/	2.2%[13.5 µM]	3.2%[17.5 µM]	-6.2%[11.2 µM]	-14.9%[11.6 µM]	1.4%[11.2 µM]	-0.3%[11.6 µM]
COc1ccc(C(CC(=O)c2ccc(C)cc2)C(C#N)C#N)cc1OC (stereo unspecified)	?	-14.1%	?	2.4%	20.8%	-15.8%	10.2%	-2.8%
COc1ccc(-c2nc3ccccn3c2CN2CCN(c3ccccc3F)CC2)cc1	?	-1.3%	?	8.9%	-1.9%	-17.1%	-1.7%	9.4%
Cc1cc(=O)c(C(=O)O)cn1Nc1ccc(Cl)cc1	-2.6%	/	-2.5%	6.1%	-13.4%	-3.6%	-1.4%	-5.5%
N#Cc1ccsc1NC(=O)c1cnccn1	-17.1%	-8.6%	-5.8%	-1.1%	15.5%	-5.5%	0.1%	-0.8%
Cc1cc(NC(=O)CSc2ncn[nH]2)no1	-0.9%	-1.8%	-4.4%	2.4%	-2.8%	-2.4%	-4.9%	2.6%
COCCCNC(=O)/C(=C\c1cccn1C)NC(=O)c1cccs1	2.9%	-3.8%	-2.8%	-5.0%	7.4%	-1.0%	0.2%	3.1%
COc1ccc(OC)c(NC(=O)N2CC3CCCN3c3ccccc32)c1 (stereo unspecified)	-13.3%	/	/	/	-3.8%	?	-0.6%	10.7%
O=C(Nc1ccc2oc(-c3ccncc3)nc2c1)c1c(F)c(F)c(F)c(F)c1F	0.2%	-10.9%[11.4 µM]	?	-6.2%	0.1%	6.8%	0.0%	-7.6%
CC1=C(C(=O)Nc2ccccc2F)C(c2cccs2)C2=C(CCCC2=O)N1 (stereo unspecified)	-5.7%	-1.3%	?	-0.4%	-6.7%	-4.9%	-0.9%	1.6%
Nc1nc(SCC(=O)N2CCCC2)[nH]c(=O)c1NC(=O)c1ccco1	-3.3%	7.5%	0.0%	1.2%	-14.2%	2.4%	-2.8%	-5.2%
Cc1cccc(C)c1NC(=O)CSc1nnc(-c2ccoc2C)n1C	4.5%	-9.9%	-0.6%	-7.2%	3.2%	6.2%	2.4%	-1.0%
CC(=O)Nc1cccc(-c2cc(-c3c(Cl)cccc3Cl)no2)c1	2.5%	-0.1%	/	-9.6%	-3.3%	?	-8.7%	?
CN(C)S(=O)(=O)c1cccc(C(=O)OCC(=O)Nc2ccccc2OC(F)F)c1	-5.9%	1.5%	-5.4%	0.6%	0.4%	-11.5%	-4.9%	-11.6%
COCCNCCOCCOc1cccc(OC)c1	-11.8%	0.5%	2.7%	8.9%	0.2%	-2.4%	-1.1%	0.9%
Cc1ccccc1OCCSc1nc2ncnc(N)c2[nH]1	-20.6%	1.5%	3.7%	-14.5%	-2.2%	-18.6%	-2.6%	-3.2%
CCCCNC(=O)N1CCN(Cc2cccc(F)c2)CC1	-7.4%	9.2%	9.1%	1.5%	-3.5%	-8.0%	-1.2%	-7.2%
CCOC(=O)C1CCN(c2c(C(=O)c3ccccc3)cnc3ccc(CC)cc23)CC1	-16.5%	/	?	0.8%	1.5%	-6.7%	-0.8%	-2.9%
O=C(Cc1ccc(Cl)cc1)Nc1ccc2oc(=O)ccc2c1	1.0%	/	/	4.8%	-0.1%	-7.6%	0.0%	11.1%
Cc1sc(NC(=O)c2ccco2)c(C(=O)c2ccc(Cl)cc2)c1C	?	-21.5%	?	-3.3%	4.3%	-22.6%	-1.0%	-12.3%

3 entries from above, reformatted:
O=C1[C@H]2[C@H]3[C@H](O)[C@H](O)C/C(=N/OC[C@@H](O)COCc4ccco4)[C@@H]3CC[C@@H]2C(=O)N1C[C@@H]1CCCO1
  Tau ThT inhib = -18.8%[11.5 µM]	L3MBTL1 block = /	ALDH1A1 block = 2.2%[13.5 µM]	GLA spleen mod = 3.2%[17.5 µM]	TRb-SRC2 inh = -6.2%[11.2 µM]	Tau fluor cs = -14.9%[11.6 µM]	TexasRed fluor = 1.4%[11.2 µM]	Tau fibril FP = -0.3%[11.6 µM]
COc1ccc(C(CC(=O)c2ccc(C)cc2)C(C#N)C#N)cc1OC (stereo unspecified)
  Tau ThT inhib = ?	L3MBTL1 block = -14.1%	ALDH1A1 block = ?	GLA spleen mod = 2.4%	TRb-SRC2 inh = 20.8%	Tau fluor cs = -15.8%	TexasRed fluor = 10.2%	Tau fibril FP = -2.8%
COc1ccc(-c2nc3ccccn3c2CN2CCN(c3ccccc3F)CC2)cc1
  Tau ThT inhib = ?	L3MBTL1 block = -1.3%	ALDH1A1 block = ?	GLA spleen mod = 8.9%	TRb-SRC2 inh = -1.9%	Tau fluor cs = -17.1%	TexasRed fluor = -1.7%	Tau fibril FP = 9.4%

The listing continues.
SMILES	Tau ThT inhib	L3MBTL1 block	ALDH1A1 block	GLA spleen mod	TRb-SRC2 inh	Tau fluor cs	TexasRed fluor	Tau fibril FP
Cc1nnsc1C(=O)NC1CCCCC1	-10.2%	4.7%	5.9%	11.1%	3.2%	-7.3%	3.3%	-6.3%
CCOC(=O)c1cc2c(=O)n3ccccc3nc2n(CCOC)c1=NC(=O)c1cc2ccccc2o1	-5.0%	/	/	/	2.7%	-8.5%	-1.2%	-1.8%
COC(=O)c1c(NC(=O)c2cccc(OC)c2)sc2c1CCC(C(C)(C)C)C2 (stereo unspecified)	-14.0%	/	/	/	-2.1%	-8.7%	?	-13.8%
CC(=O)Nc1ccc(Nc2nc(C)c([N+](=O)[O-])c(Nc3ccc(NC(C)=O)cc3)n2)cc1	12.6µM*	7.6%	-2.8%	1.4%	2.0%	-21.2%	-3.1%	?
Cc1cc(C2N=C(N)Nc3nc4ccccc4n32)c(C)n1-c1ccccc1Cl (stereo unspecified)	-2.4%	?	1.12µM*	10.6%	-3.9%	6.8%	0.9%	-3.3%
COc1cc(/C=N\NC(=O)Cn2nnc3ccccc32)cc(OC)c1OC	-2.2%	-1.1%	7.1%	9.5%	-0.2%	-1.3%	-3.5%	-0.8%
O=C(CSc1ncnc2c1nnn2Cc1ccccc1)NC1CCCC1	?	-2.0%	7.6%	9.5%	3.6%	-5.3%	0.1%	-2.2%
Cc1nc2ccc(Cl)cc2c(-c2ccccc2)c1CC(=O)O	0.4%	12.6%	2.4%	5.6%	3.5%	-0.4%	-0.7%	2.8%
O=c1cnnc(SCc2ccc([N+](=O)[O-])cc2)[nH]1	?	/	-11.5%	-2.6%	0.2%	-10.8%	-0.1%	-4.6%
Cc1ccc(C)c(CSc2nnc3[nH]c(=O)cc(C)n23)c1	-5.6%	/	/	/	-5.4%	2.4%	-0.7%	1.3%
CC(C)OCCCNC(=O)c1ccc2c(c1)ncn2C1CCCC1	-9.8%	-4.7%	?	4.8%	1.1%	-5.9%	-1.8%	-5.3%
Cc1ccnc(SCC(=O)N2CCN(C(c3ccccc3)c3ccccc3)CC2)n1	?	/	?	0.0%	-3.8%	-18.2%	-1.6%	-7.3%
COc1ccc(C2Nc3ccccc3C(=O)N2c2ccc(F)cc2)cc1CSc1ccccn1 (stereo unspecified)	-3.8%	5.5%	?	1.4%	5.4%	-8.7%	-5.1%	-8.8%
CCOc1ccc(C(=O)c2cn(CC(=O)Nc3ccc(F)cc3)c3cc4c(cc3c2=O)OCCO4)cc1	0.1%	/	/	/	-0.4%	-23.9%	-1.8%	?
O=C(CSc1nc2c(oc3ccccc32)c(=O)n1Cc1ccco1)Nc1cccc(Cl)c1	-1.2%	/	/	/	-9.8%	-14.2%	-0.1%	?
COc1ccc(C(=O)NCc2ccc3c(c2)CCN3C(=O)c2ccncc2)cc1	4.3%	/	/	/	0.3%	-2.4%	-2.9%	-1.7%
CCc1cc2c(=O)n(Cc3ccco3)c(SCC(=O)N3CCCc4ccccc43)nc2s1	?	-14.5%	4.47µM*	-1.9%	-4.7%	-2.2%	2.9%	-15.3%
Cc1cc(C)n(-c2nc3ccccc3c3nc(C)nn23)n1	-0.4%	-1.0%	4.1%	-2.0%	-7.9%	4.3%	-1.0%	0.3%
CCn1nc(C)c(CN2CCc3c([nH]c4ccccc34)C2c2ccc(F)c(OC)c2)c1C (stereo unspecified)	-12.9%	-28.5%	?	2.0%	1.2%	-17.1%	-1.5%	5.8%
CC(=O)CC(=O)Nc1ncccn1	-5.5%	-21.2%	9.6%	-1.8%	11.5%	3.1%	0.7%	4.6%
COc1ccc(CCN2C(=O)c3ccncc3C2=O)cc1OC	10.5%	10.6%	-2.6%	8.3%	7.6%	-0.3%	1.1%	1.7%
COC(=O)CC1NCCNC1=O (stereo unspecified)	0.1%	1.5%	7.0%	3.2%	-0.6%	-2.2%	2.0%	-2.8%
Cc1occc1C(=O)NNC(=O)COc1ccc(Br)cc1Br	2.1%	-3.4%	5.3%	-0.8%	-2.9%	2.5%	-1.3%	4.9%
CC(C)c1ccc2occ(CC(=O)N(Cc3ccc(F)cc3)C3CCS(=O)(=O)C3)c2c1 (stereo unspecified)	-12.2%	/	/	/	2.7%	-21.7%	-22.8%	8.8%
Cc1ccc(NC(=O)c2ccc(C)c(S(=O)(=O)N3CCCCCC3)c2)cc1	-6.8%	/	/	/	0.4%	?	0.3%	-16.3%

Compounds were not picked by outcome, and some 8.5% of all compounds hit somewhere here.
